# Screening data deposited in PubChem BioAssay by several laboratories.
# Efflux pump mplx: inhibitors of Candida antifungal efflux pumps expressed in yeast; S. cerevisiae Candida pump triplex, Nile Red efflux; inhibition, % at 10 µM; AID 485275; 330,000 tested, 0.44% active;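 active means plate passing quality check with inhibition over a set limit, or well fluorescence over plate mean plus 4 SD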;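 further: Nile Red retained in pooled yeast measured as flow cytometry median fluorescence; 0% = buffer negative control and 100% = Enniatin B positive control; higher means more Nile Red kept so more efflux inhibition; some compounds called inactive have numbers as strong as hits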
# PREPL inh: inhibits the human prolyl oligopeptidase-like enzyme | Q4J6C6 | recombinant PREPL, fluorescence polarization activity-based probe | inhibition, % at 5.96 µM | 320,000 tested, 0.68% active | AID 2751; in the data active means inhibition above about 43%;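 further: 0% = enzyme with DMSO and 100% = wells lacking enzyme; many of its hits are not listed in these tables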
# TPT1 inh: C. albicans TPT1 enzyme inhibition; 300,000 tested, 0.81% active; recombinant caTPT1, FP RNA substrate dephosphorylation; inhibition, % at 5 µM;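 active means inhibition above the mean of all tested compounds plus 3 SD, set per screening campaign, cut at about 24% in these data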;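 further: plate controls were DMSO alone for no effect and ferristatin control at 100 nM for full effect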
# PP5 inh: PP5 (human) phosphatase inhibition. purified PP5c, OMFP substrate fluorescence. inhibition, % at 6.7 µM. 320,000 tested, 0.18% active. AID 1987;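 active means inhibition above the campaign's mean inhibition across all tested compounds plus 3 SD, cut at about 9.5% in these data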;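 further: 0% = DMSO only and 100% = 100 µM cantharidin control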
# Target sequence (P53041 whole entry, looked up): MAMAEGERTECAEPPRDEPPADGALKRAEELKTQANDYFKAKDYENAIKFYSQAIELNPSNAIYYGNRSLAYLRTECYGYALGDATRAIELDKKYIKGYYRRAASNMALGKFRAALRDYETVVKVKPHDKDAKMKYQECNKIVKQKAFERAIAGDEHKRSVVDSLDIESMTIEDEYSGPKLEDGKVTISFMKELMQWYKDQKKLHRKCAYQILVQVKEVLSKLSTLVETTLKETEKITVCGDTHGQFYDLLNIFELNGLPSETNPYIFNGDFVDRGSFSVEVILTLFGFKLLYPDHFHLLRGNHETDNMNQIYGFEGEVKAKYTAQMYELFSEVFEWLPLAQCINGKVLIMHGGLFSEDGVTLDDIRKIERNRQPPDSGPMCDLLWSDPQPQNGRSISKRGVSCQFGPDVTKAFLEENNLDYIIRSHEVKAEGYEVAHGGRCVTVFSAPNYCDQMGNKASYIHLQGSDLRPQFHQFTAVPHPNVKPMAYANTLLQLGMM
# EBNA-1 inh: blocks EBNA-1 binding to DNA; EBNA-1 DNA binding, fluorescence polarization; AID 1950; inhibition, % at 14.8 µM; 300,000 tested, 0.34% active; in the data active means inhibition above about 28%
# ZTA DNA inh: blocks Epstein-Barr virus ZTA, an EBNA-1 counter-screen; ZTA-DNA binding, fluorescence polarization; 320,000 tested, 0.15% active; inhibition, % at 11 µM; in the data active means inhibition above about 33%
# Target sequence (P03206 whole entry, looked up): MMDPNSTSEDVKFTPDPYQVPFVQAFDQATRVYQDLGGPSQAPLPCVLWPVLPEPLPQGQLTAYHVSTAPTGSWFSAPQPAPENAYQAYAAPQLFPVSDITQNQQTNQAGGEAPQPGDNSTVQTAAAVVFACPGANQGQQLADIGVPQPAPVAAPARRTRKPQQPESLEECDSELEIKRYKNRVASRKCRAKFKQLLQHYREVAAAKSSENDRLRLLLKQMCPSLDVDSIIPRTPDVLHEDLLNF
# core dimer inh: blocks dimerization of HCV core protein; TR-FRET GST/Flag-core106 dimerization, 1536-well; inhibition, % at 5 µM; 300,000 tested, 0.33% active; AID 1899;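 active means inhibition above the mean of all tested compounds plus 3 SD, set per screening campaign, cut at about 45% in these data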
#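 assay system = GST-tagged and Flag-tagged HCV core protein residues 1-106 | controls = unlabelled core106 and no-GST-core106 wells | incubation = compound-protein-antibody incubation 4 h at 22.5 °C | probe or stimulus = Eu donor and XL665 acceptor anti-tag antibodies | read-out = % inhibition based on acceptor/donor emission ratio | signal = TR-FRET 671 and 617 nm emission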
# PP1 inh: blocks human PP1-alpha phosphatase, a PP5 counter-screen | AID 2235 | P62136 | 320,000 tested, 0.9% active | purified PP1alpha, OMFP fluorescence | inhibition, % at 6.7 µM;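 active means inhibition above the mean inhibition of all tested compounds plus 3 SD, computed separately for each screening campaign, cut at about 15% in these data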
# Target sequence (P62136 whole entry, looked up): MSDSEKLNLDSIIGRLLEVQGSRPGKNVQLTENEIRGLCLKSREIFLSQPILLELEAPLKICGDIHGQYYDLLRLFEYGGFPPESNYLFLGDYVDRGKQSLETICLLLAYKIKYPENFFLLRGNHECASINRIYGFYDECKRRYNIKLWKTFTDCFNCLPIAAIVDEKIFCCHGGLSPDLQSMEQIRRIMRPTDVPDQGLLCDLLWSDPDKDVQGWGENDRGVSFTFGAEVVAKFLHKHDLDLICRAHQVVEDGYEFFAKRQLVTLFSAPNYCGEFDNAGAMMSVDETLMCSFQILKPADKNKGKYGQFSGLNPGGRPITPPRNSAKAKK
# Fh CTSL1 inh: counter-screen for PFM18AAP inhibitors: inhibitors of F. hepatica cathepsin L1 | recombinant F. hepatica cathepsin L1, Z-Leu-Arg-MCA fluorescence | inhibition, % at 5.96 µM | 300,000 tested, 0.49% active | AID 1906;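 active means inhibition above the mean of all tested compounds plus 3 SD, set per screening campaign, cut at about 17% in these data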;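 further: 0% = plate median of test compound wells and 100% = 1 µM Z-Phe-Ala-diazomethylketone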
# Active calls of the source: *; . = not tested or not shown. A portion of the library; count on the stated rates, not on these rows.
SMILES	Efflux pump mplx	PREPL inh	TPT1 inh	PP5 inh	EBNA-1 inh	ZTA DNA inh	core dimer inh	PP1 inh	Fh CTSL1 inh
CCCCn1c(N)c(N(CC)C(=O)CSCc2c(C)noc2C)c(=O)[nH]c1=O	0.3	0	2	2.7	1	-2	8	2	0
CCc1ccccc1NCC(=O)Nc1ccccc1C(=O)OC	0.0	-3	-3	2.3	10	-14	-5	3	2
C=CCOC(=O)Nc1c(C(=O)OC)[nH]c2ccc(Cl)cc12	0.0	4	-2	2.0	1	14	-2	-1	3
CCC(C)c1ccccc1N1CC(C(=O)NCCc2ccc(OC)c(OC)c2)CC1=O (stereo not given)	0.0	1	-1	0.6	0	15	-2	-5	-3
COc1ccc(-c2[nH]c(-c3ccc4c(c3)OCO4)nc2-c2ccccc2)cc1	0.3*	18	-3	5.2	2	-7	-1	2	0
O=C(Nc1ccc(Br)cc1)c1ccc2c(c1)OCO2	-0.1	-18	0	0.0	-15	14	-14	-4	8
CC(=O)c1sc(C(C)(C)C)cc1NC(=O)CCC(=O)O	0.2	2	-3	-3.1	1	5	10	-7	11
COc1cc(C(=O)O)cc(NC(=O)c2cccs2)c1OC	0.2	9	0	2.0	-9	-5	-3	-5	-3
CCOC(=O)C(Oc1ccc(=O)n(-c2ccccc2)n1)C(C)=O (stereo not given)	0.0	15	2	0.2	-4	-7	-6	-3	-3
CCN1CCN(c2c(/C=C3\SC(=S)N(Cc4ccco4)C3=O)c(C)c(C#N)c(=O)n2C)CC1	0.2	4	161*	-0.9	7	5	28	9	0
COc1ccc(N2CCN(Cc3nc4ccsc4c(=O)[nH]3)CC2)cc1	-0.2	12	3	0.4	2	-9	2	-3	2
COc1ccc(CN(C)C(=O)c2cccc(NS(=O)(=O)c3ccccc3)c2)cc1F	0.1	11	-6	3.4	-2	-21	-7	8	1
CCCCc1noc(-c2c(-c3ccccc3Cl)noc2C)n1	-0.1	3	0	0.1	-2	1	2	-11	0
COc1ccc(S(=O)(=O)N2CCC(C(=O)c3ccc4c(c3)OCCO4)CC2)cc1	-0.1	-13	1	1.9	-2	-5	2	2	3
CCC1NC(=S)NC(C)=C1C(=O)c1ccccc1 (stereo not given)	0.0	16	-2	2.2	-1	1	-6	-4	3
N/C(Cc1ccc([N+](=O)[O-])cc1)=N\OC(=O)c1cccc(Br)c1	0.0	4	0	0.8	13	11	-1	-2	3
O=S(=O)(c1ccc(OCc2ccc(Br)cc2)cc1)N1CCOCC1	0.1	24	.	-1.1	.	0	.	-4	.
CCCC(=O)Nc1c(-c2ccccc2OC)c(=O)c2ccccc2n1C	-0.2	5	-3	-0.8	14	7	1	6	-1
CC(NC(=O)c1cc(Br)cs1)C1CCCO1 (stereo not given)	0.0	0	-4	0.6	1	6	3	-4	1
COc1cccc(-c2nn(-c3ccccc3)cc2C(=O)O)c1	-0.1	16	-2	-1.0	0	-5	-7	-3	0
COCCNC(=O)C(c1ccc(Cl)cc1)N(CCOC)C(=O)CCC(=O)Nc1nccs1 (stereo not given)	-0.1	19	-3	0.5	1	5	-4	1	2
CCc1c(C(=O)NC2CCCc3ccccc32)[nH]c(C)c1C(C)=O (stereo not given)	-0.2	7	0	0.0	-14	-13	0	-2	-1
COc1ccc(S(=O)(=O)NC(C)C(=O)Nc2ccccc2C(F)(F)F)cc1 (stereo not given)	-0.1	4	4	1.7	13	2	3	6	-7
Cc1cc(/C=C2/SC(=O)N(CC(=O)N3CCOCC3)C2=O)c(C)n1-c1ccccc1F	0.0	-3	2	0.1	4	6	5	-3	0
COc1ccc(OC)c(NC(=O)COc2ccc(S(=O)(=O)NC(C)C)cc2)c1	0.1	16	3	1.8	4	-2	5	-9	0
CCN(CC)CCN(C(=O)Cn1nnc(-c2ccc(OC)c(OC)c2)n1)C(C(=O)NC1CCCC1)c1ccc(F)cc1 (stereo not given)	0.0	5	0	0.1	-11	-9	-2	-3	-4
COc1cccc(/C=C/C(=O)OCC(=O)c2cc(C)n(CC3CCCO3)c2C)c1OC (stereo not given)	-0.1	14	-3	5.0	4	-13	4	-7	-2
O=C(O)c1cc(S(=O)(=O)Nc2ccccc2C(=O)O)ccc1O	0.0	0	-3	-1.5	4	7	1	2	0
CCC(C)C(NC(=O)c1ccccc1NC(=O)c1ccco1)C(=O)NNC(=O)c1ccc(OC)cc1 (stereo not given)	-0.5	16	-3	0.6	-12	-11	0	-2	1
CCSc1nnc(N2C(=O)c3ccc(C(=O)c4ccc(C(=O)O)cc4)cc3C2=O)s1	0.0	-10	-7	1.1	3	2	0	-1	1

# Reprinted at random: 5 entries already listed
SMILES	Efflux pump mplx	PREPL inh	TPT1 inh	PP5 inh	EBNA-1 inh	ZTA DNA inh	core dimer inh	PP1 inh	Fh CTSL1 inh
CCSc1nnc(N2C(=O)c3ccc(C(=O)c4ccc(C(=O)O)cc4)cc3C2=O)s1	0.0	-10	-7	1.1	3	2	0	-1	1
COc1ccc(S(=O)(=O)N2CCC(C(=O)c3ccc4c(c3)OCCO4)CC2)cc1	-0.1	-13	1	1.9	-2	-5	2	2	3
CCc1ccccc1NCC(=O)Nc1ccccc1C(=O)OC	0.0	-3	-3	2.3	10	-14	-5	3	2
CCc1c(C(=O)NC2CCCc3ccccc32)[nH]c(C)c1C(C)=O (stereo not given)	-0.2	7	0	0.0	-14	-13	0	-2	-1
CCOC(=O)C(Oc1ccc(=O)n(-c2ccccc2)n1)C(C)=O (stereo not given)	0.0	15	2	0.2	-4	-7	-6	-3	-3

# The list goes on.
SMILES	Efflux pump mplx	PREPL inh	TPT1 inh	PP5 inh	EBNA-1 inh	ZTA DNA inh	core dimer inh	PP1 inh	Fh CTSL1 inh
CCCC(=O)Nc1ccccc1NC(=O)C1CCCCC1	0.4	8	2	-0.5	-13	-5	5	-7	-4
Cc1nc2ccc([N+](=O)[O-])cc2nc1C	-0.1	-3	-2	0.0	7	21	-2	6	-2
Cn1c(=O)c2ccccc2n(Cc2ccccc2Cl)c1=O	0.0	-25	-3	-1.8	4	0	-56	6	-2
COc1ccc(S(=O)(=O)N2CCCC2C(=O)Nc2nnc(-c3cccnc3)s2)cc1 (stereo not given)	-0.1	7	3	-2.4	6	2	0	0	4
C/C(=N\Nc1cccc(C(F)(F)F)c1)c1ccc(O)cc1	0.0	9	1	0.4	-8	3	-4	-3	3
O=C(c1ccc(Cl)c([N+](=O)[O-])c1)N(c1ccccn1)c1ccccn1	0.2	3	1	1.1	-1	-21	0	2	4
CC(=O)c1cccc(N(C(=O)CNC(=O)c2ccco2)C(C(=O)NC2CCCC2)c2ccncc2)c1 (stereo not given)	0.0	5	1	-0.3	15	11	12	-6	1
Cc1cccc(C)c1NC(=O)CCCN1C(=O)C(c2ccccc2)Oc2cccnc21 (stereo not given)	-0.1	5	-3	1.3	5	-21	-17	-1	0
CN1C(=O)CS(=O)c2ccc(C(=O)NC3CC3)cc21 (stereo not given)	0.1	-7	-2	0.4	11	26	-2	-7	1
Cc1cccc(OCC(=O)NCC(=O)N/N=C/c2ccccc2)c1	-0.2	-7	-1	1.0	9	4	-1	0	0
O=C(Nc1ccccc1N1CCCCC1)C1CCN(S(=O)(=O)c2ccccc2C(F)(F)F)CC1	0.0	23	-3	3.8	7	-4	2	4	4
Cc1cc(NC(=O)CCN2CCC(C(N)=O)CC2)ccc1Br	-0.1	3	-1	-2.4	6	10	-4	-7	2
OC1CCNC(=S)N1c1ccccc1 (stereo not given)	0.1	19	-1	-0.8	-9	0	-3	-2	-6
O=c1[nH]c(CSc2cccc[n+]2[O-])nc2ccccc12	0.0	-7	-2	0.9	3	-2	1	1	-5
Cc1cc(N/C=C(\C#N)S(=O)(=O)c2ccc(Cl)cc2)nc(C)n1	0.1	0	4	1.8	-8	-1	2	0	4
O=C1C=C(c2ccc3ccccc3c2)C[C@@H](c2ccc(Cl)cc2)C1	0.4	-34	.	0.4	.	-2	.	7	.
CN1CCN(c2ccc(NC(=O)c3ccccc3Br)cc2)CC1	0.0	-14	2	-0.6	7	11	-3	-2	-1
COc1ccc(CNC(=S)NCc2ccc(F)cc2)cc1	0.0	-4	3	0.6	8	18	17	0	-1
O=C(N/N=C/c1c[nH]c2ccccc12)c1cc(-c2cccc3ccccc23)n[nH]1	0.2	20	2	4.0	-2	7	3	1	1
CCn1c(=Nc2ccc(N3CCOCC3)cc2)ccc2ccccc21	0.0	14	-3	1.3	-5	-2	-10	2	1
COC(=O)c1sc(S(=O)(=O)N2CCC(C(=O)O)CC2)c(C(=O)OC)c1C	0.0	0	0	-1.0	8	-1	12	-4	1
CN(C)c1ccc(C(=O)c2ccccc2C(=O)O)c(O)c1	0.2	6	-1	3.4	-6	21	6	-3	8
CN(Cc1ccccc1)C(=S)NC(=O)C1CCCCC1	-0.1	-5	-1	0.6	-3	-3	7	-5	-4
COc1ccc2[nH]c(=O)c(CN(C(=O)c3cccnc3)c3cccc(C)c3)cc2c1	-0.1	-1	2	-1.8	7	12	1	-4	2
C/C(=N\NC(=O)CSc1nc2nc(C)cc(C)n2n1)c1ccccc1	0.0	17	-2	0.8	9	-7	-7	-1	-3
C=CCNc1nc(C(=O)OCC(=O)Nc2cc(S(C)(=O)=O)ccc2Cl)cs1	-0.1	2	2	0.3	-15	5	5	-5	-9
COc1ccccc1C(C)NC(=O)c1cc(S(=O)(=O)N2CCCCC2)ccc1C (stereo not given)	0.1	7	.	0.1	.	3	.	-1	.
S=c1[nH]nc(-c2ccncc2)n1/N=C/c1cn(-c2ccccc2)nc1-c1ccccc1	0.0	12	-5	0.3	16	24	9	6	9
CCOC(=O)C(=NC1CCS(=O)(=O)C1)NNc1ccc(Br)cc1 (stereo not given)	-0.1	8	0	-1.7	6	7	-1	-7	7
Cc1cc(C)c(S(=O)(=O)N2CCN=C2c2ccccc2)cc1C	0.0	-6	0	1.7	4	0	1	-4	-3

SMILES	Efflux pump mplx	PREPL inh	TPT1 inh	PP5 inh	EBNA-1 inh	ZTA DNA inh	core dimer inh	PP1 inh	Fh CTSL1 inh
CC(=O)c1cccc(NC(=O)NC2CC3CCCC(C2)N3CC(C)C)c1 (stereo not given)	-0.1	6	-1	1.7	-15	-4	-5	0	4
Oc1c(Br)cc(Br)cc1CNc1cccc2cccnc12	0.6	14	9	3.1	6	12	11	8	29*
COc1c(C(O)CC(C)C)ccc2c1C(=O)OCc1cc(C)cc(O)c1O2 (stereo not given)	0.0	-4	-2	5.2	2	-7	-4	-5	-2
O=C(O)C(Oc1ccc2c3c(c(=O)oc2c1)CCC3)c1ccccc1 (stereo not given)	-0.1	-1	-3	-2.3	-2	1	3	3	0
Cc1cc(NC(=O)CSCC(=O)Nc2cccc(S(=O)(=O)N3CCCCCC3)c2)no1	0.1	2	-4	-3.3	1	7	7	-5	-2
O=C1c2ccccc2C(=O)C1Cc1cccc2ccccc12	0.1	9	0	1.0	-2	11	-6	-1	-2
O=C(COC(=O)CNC(=O)c1ccccc1F)Nc1ccc2[nH]c(=O)[nH]c2c1	0.0	1	1	-0.4	14	6	-7	-1	9
Cc1c(/C(O)=C2\C(=O)C(=O)N(CCN(C)C)C2c2cccnc2)cnn1-c1ccccc1 (stereo not given)	0.1	-11	2	2.6	4	9	-8	-2	3
CCN1C(=O)[C@H]2[C@@H](c3ccc(C)cc3)N3C(=O)N(c4ccccc4)C(=O)[C@@]3(CC)[C@H]2C1=O	-0.1	-2	-1	1.8	-3	1	1	-4	1
Cc1ccccc1NC(=S)NCCC(c1ccccc1)c1ccccc1	0.1	7	0	4.4	-4	-25	12	9	2
